S1P4 agonist: agonists of human S1P4 receptor | AID 1509 | S1P4-expressing cell line, agonist reporter assay | 220,000 compounds, 0.35% hits | activation, % at 4.98 µM | O95977; in the data active means activation above about 11%;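 further: 0% = DMSO vehicle and 100% = reference agonist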
Target sequence (O95977 whole entry, looked up): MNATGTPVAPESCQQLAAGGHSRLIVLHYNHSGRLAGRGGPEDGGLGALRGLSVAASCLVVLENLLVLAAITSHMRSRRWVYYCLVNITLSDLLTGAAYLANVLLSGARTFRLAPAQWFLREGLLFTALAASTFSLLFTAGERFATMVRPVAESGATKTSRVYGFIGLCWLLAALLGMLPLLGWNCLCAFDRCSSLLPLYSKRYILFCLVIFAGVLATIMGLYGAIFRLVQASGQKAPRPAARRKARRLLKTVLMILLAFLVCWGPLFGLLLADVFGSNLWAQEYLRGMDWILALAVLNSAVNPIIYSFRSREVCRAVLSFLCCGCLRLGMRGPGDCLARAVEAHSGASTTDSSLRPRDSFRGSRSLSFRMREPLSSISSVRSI
NPY-Y1 PAM-ag: potentiators or agonists of human neuropeptide Y receptor Y1. P25929. NPY-Y1 expressing cells, potentiator/agonist activation. activation, % at 3.6 µM. 220,000 compounds, 0.37% hits; in the data active means activation above about 33%, passing the limit was not always enough;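 further: cells stimulated with NPY at EC10 then isoproterenol at EC100; 0% = low agonist plus stimulus and 100% = saturating agonist plus stimulus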
Ba/F3 V617F tox: loss of viability in JAK2V617F-driven Ba/F3 cells. inhibition, % at 5.6 µM. Ba/F3 EpoR-JAK2V617F viability, ATP luminescence. 220,000 compounds, 1.1% hits;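 active means inhibition above the campaign mean plus 3 SD over all tested compounds, cut at about 24% in these data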;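 further: cytokine-independent growth of Ba/F3 cells driven by EpoR plus mutant JAK2; 0% = DMSO-treated cells and 100% = JAK inhibitor I control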
S1P4 antagonist: blocks the human S1P4 receptor | O95977 | S1P4-expressing cells, antagonist mode, reporter read-out | inhibition, % at 4.98 µM | 220,000 compounds, 0.26% hits | AID 1510; in the data active means inhibition above about 29%;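 further: 0% = wells stimulated with agonist and 100% = vehicle wells without agonist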
RBBP9 inhibitor: inhibitors of human serine hydrolase RBBP9 | recombinant RBBP9, FP-Rh probe fluorescence polarization | inhibition, % at 7.94 µM | 220,000 compounds, 0.2% hits | AID 1515;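 active means inhibition above the campaign mean of all tested compounds plus 3 SD, cut at about 14% in these data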;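 further: plate controls were DMSO wells with RBBP9 for no effect and wells lacking RBBP9 protein for full effect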
Target sequence (O75884 whole entry, looked up): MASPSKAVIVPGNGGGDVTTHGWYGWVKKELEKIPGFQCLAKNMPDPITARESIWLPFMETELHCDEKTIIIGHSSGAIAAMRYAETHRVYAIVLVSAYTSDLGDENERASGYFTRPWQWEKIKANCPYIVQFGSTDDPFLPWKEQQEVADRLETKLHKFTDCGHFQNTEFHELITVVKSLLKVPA
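Assay system: recombinant human RBBP9; Reagent: Serine-hydrolase probe FP-Rh, 375 nM pre-mixing; Doses: 7.94 µM single dose, 0.794% DMSO; Incubation: 30 min then 45 min, 25 °C; Detection: fluorescence polarization (mP), excitation 525 nm, emission 598 nm; Evaluation: percent inhibition from mP, scaled between DMSO and no-protein wells.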
NPY Y1 blocker: antagonists of human neuropeptide Y receptor Y1; P25929; HEK293-CNG Y1 cells, membrane potential fluorescence; NPY at EC95, then isoproterenol; inhibition, % at 3.6 µM; 200,000 compounds, 1% hits; AID 1040;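 active means inhibition above the campaign mean inhibition of all tested compounds plus 3 SD, cut at about 20% in these data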;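 further: 0% = DMSO wells given NPY plus isoproterenol and 100% = isoproterenol alone without NPY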
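System: HEK293 cells with Y1 receptor plus CNG channel / Probe or stimulus: NPY 25 nM then isoproterenol 1 µM plus Ro 20-1724 25 µM / Compound: one concentration, 3.6 µM, in 0.4% DMSO / Schedule: compound incubation 1 h at room temperature, readout 45 min post-stimulation / Measured by: membrane potential fluorescence / Read-out: % inhibition of NPY effect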
Runt-CBFb FRET: blocks binding of human RUNX1 Runt domain to CBFb. Q01196+Q13951. Cerulean-Runt/Venus-CBFb FRET ratio 530/480, 1 h. inhibition, % at 20 µM. 220,000 compounds, 0.46% hits. AID 1496;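 active means inhibition over about 50% at 20 µM in the single-dose screen, limit read from the data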;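 further: 0% = DMSO wells and 100% = excess unlabeled CBFb competitor control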
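Measured by: fluorescence energy transfer, 422 nm excitation, 530/480 nm emission; Assay system: Cerulean-Runt domain; Medium: Tris pH 7.5 buffer with BSA; Measure: loss of energy transfer signal; Controls: 5 µM unlabeled CBFb as full-inhibition high control; Incubation: protein complex preformed 1 h, compound exposure 1 h, room temperature, dark.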
BaF3 parental: counter-screen for JAK2V617F inhibitors: parental Ba/F3 viability inhibitors. 220,000 compounds, 1.1% hits. inhibition, % at 5.6 µM. CellTiter-Glo ATP luminescence. AID 1486;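 active means inhibition above a per-campaign cutoff, the mean inhibition of all tested compounds plus 3 SD, cut at about 27% in these data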;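 further: 0% = DMSO wells and 100% = JAK Inhibitor I control wells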
NPY2 pot ag: human NPY-Y2 potentiation or agonism, primary screen. activation, % at 3.6 µM. 220,000 compounds, 0.45% hits. P49146. cells expressing NPY-Y2, potentiator/agonist read-out; in the data active means activation above about 27%;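 further: cells stimulated with NPY near EC25 plus isoproterenol at EC100; 0% = vehicle plus submaximal agonist and 100% = vehicle plus saturating agonist; some results beyond the cut were filed as inactive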
Target sequence (P49146 whole entry, looked up): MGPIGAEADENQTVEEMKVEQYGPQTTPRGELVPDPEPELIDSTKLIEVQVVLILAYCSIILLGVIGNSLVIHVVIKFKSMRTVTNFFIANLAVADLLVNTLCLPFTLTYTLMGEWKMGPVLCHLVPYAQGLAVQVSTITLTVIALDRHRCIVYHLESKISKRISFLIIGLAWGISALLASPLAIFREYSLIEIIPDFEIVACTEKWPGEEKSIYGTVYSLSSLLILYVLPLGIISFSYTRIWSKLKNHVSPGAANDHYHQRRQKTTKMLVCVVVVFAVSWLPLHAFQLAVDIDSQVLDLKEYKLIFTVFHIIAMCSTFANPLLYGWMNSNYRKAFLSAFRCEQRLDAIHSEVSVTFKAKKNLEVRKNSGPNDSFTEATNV
An asterisk follows results filed as active; / = no result given.

SMILES | S1P4 agonist | NPY-Y1 PAM-ag | Ba/F3 V617F tox | S1P4 antagonist | RBBP9 inhibitor | NPY Y1 blocker | Runt-CBFb FRET | BaF3 parental | NPY2 pot ag
CCCN1Cc2cccc(C(=O)NC(C)c3cccs3)c2C1=O (configuration not stated) | -0.6 | 16 | -2 | 0 | -11 | -1 | -2 | 3 | 0
COc1ccc(C2=CC(c3ccc(C)cc3)n3nnnc3N2)cc1 (configuration not stated) | -0.4 | -7 | 1 | -9 | -4 | 1 | -10 | 0 | -1
COC(=O)c1cc(-c2ccc(OC)cc2)n[nH]1 | 1.6 | -13 | 5 | -9 | -7 | -1 | 0 | 7 | 0
O=c1ccn(Cc2ccc(F)cc2)c2ccnc(C(F)(F)F)c12 | 5.1 | 1 | 2 | 6 | -6 | 6 | 0 | 7 | 9
CN(Cc1ccccc1)S(=O)(=O)c1ccc(OCC(=O)Nc2cccc([N+](=O)[O-])c2)cc1 | 1.0 | 6 | -2 | 1 | 3 | -8 | 2 | 4 | -7
N#Cc1nc(COc2ccc(F)cc2)oc1N1CCN(Cc2ccccc2)CC1 | 0.4 | -30 | -1 | -2 | -8 | 34* | 0 | 3 | -17
CC1(C)CC2CC(C)(CN2C(=O)c2cccs2)C1 (configuration not stated) | 1.2 | -14 | -2 | 2 | -6 | 6 | 1 | 2 | -7
Nc1c(NCc2ccccc2)c2ccccc2oc1=O | -2.7 | -61 | -1 | -5 | -8 | 6 | 1 | 4 | -14
c1ccc(C2CC(c3ccccc3)n3c(nc4ccccc43)N2)cc1 (configuration not stated) | 0.8 | -19 | 2 | 3 | -13 | 11 | 0 | 7 | 5
COc1ccc(NC(=S)Nc2cc(C(F)(F)F)ccc2F)cc1 | 2.4 | -8 | -1 | -7 | -6 | -4 | 0 | -1 | 1
COc1ccc(CCN(Cc2ccccn2)C(=S)Nc2cccc(C)c2)cc1OC | 0.3 | -32 | -4 | -18 | -6 | 14 | -2 | 2 | -4
O=C(c1ccco1)N1CCN(C(c2ccccc2Cl)c2nnnn2Cc2ccco2)CC1 (configuration not stated) | 1.2 | -12 | 2 | -1 | -1 | 2 | 5 | 7 | 3
Cc1noc(C)c1C(=O)N1CCN(c2ccc(OCc3ccccc3)cc2)CC1 | -2.5 | -2 | 7 | -5 | -1 | / | 3 | 0 | -2
COc1ccc(/C=C/C(=O)O)cc1S(=O)(=O)NC1CCS(=O)(=O)C1 (configuration not stated) | 0.4 | 6 | 0 | 3 | -1 | 3 | 1 | 10 | -1
CCCn1c(=O)c2ccccc2n2c(SCc3c(C(=O)OCC)oc4ccccc34)nnc12 | 1.0 | 0 | 5 | -3 | -12 | 7 | -6 | 3 | -6
CCOc1cc(NC(=S)NCCCOC)c(OCC)cc1NC(=O)c1ccco1 | 0.2 | -38 | 1 | -22 | 0 | 6 | 2 | 8 | 5
COC(=O)c1c(-c2ccccc2)csc1NC(=O)c1ccco1 | -0.6 | -25 | 5 | 5 | -7 | 4 | -2 | 3 | -9
CN1CCc2c(sc(NC(=O)c3cc4cc([N+](=O)[O-])ccc4s3)c2C(N)=O)C1 | -1.2 | 16 | -1 | 9 | -4 | 0 | 5 | 3 | -2
CN1CN(C)c2cccc3cccc1c23 | 1.3 | -7 | 0 | -14 | -5 | -4 | 2 | 4 | -10
Cc1occc1C(=O)NNC(=O)c1ccccc1F | 2.6 | -4 | 2 | -10 | -5 | 2 | -2 | 7 | -1
O=C(c1ccco1)N(CCCN1CCOCC1)c1nc(-c2ccc(Cl)cc2)cs1 | -0.4 | -44 | 2 | -9 | -7 | 41* | -8 | 5 | -23
COc1cccc(-c2cc3nc(-c4ccccc4)cc(N4CCC5(CC4)OCCO5)n3n2)c1 | 0.7 | -19 | 5 | -5 | -20 | 4 | 0 | 6 | -19
C#CCOCCOCCOCCNc1nc(N2CCN(C(=O)[C@H]([C@@H](C)CC)n3cc([C@@H](N)CC(C)C)nn3)CC2)nc(N2CCN(C(=O)[C@H](CCCCN)n3cc([C@@H](N)C(C)CC)nn3)CC2)n1 (some centres not stated) | -0.3 | 11 | -2 | -4 | 0 | 3 | -2 | -2 | -12
O=C1NC(c2cc(Cl)cc([N+](=O)[O-])c2O)Nc2ccccc21 (configuration not stated) | 0.5 | 29 | -6 | -12 | 2 | / | -3 | -2 | -2
Cc1ccc(C(=O)Nc2ccc(S(=O)(=O)N3CCCC3)cc2)s1 | -1.0 | -8 | 3 | -9 | -1 | 1 | -1 | 6 | 8

The listing continues:
SMILES | S1P4 agonist | NPY-Y1 PAM-ag | Ba/F3 V617F tox | S1P4 antagonist | RBBP9 inhibitor | NPY Y1 blocker | Runt-CBFb FRET | BaF3 parental | NPY2 pot ag
Cc1ccc(C(=O)NC2CC(C)(C)NC(C)(C)C2)cc1C | 1.4 | 16 | -2 | -4 | -3 | 3 | -1 | 9 | 7
CCOc1cccc(C(=O)Nc2ccncc2)c1 | 1.7 | 10 | 0 | -19 | -6 | -3 | 1 | 4 | 8
CCCC1C(C#N)=C(N)Oc2n[nH]c(C(C)(C)C)c21 (configuration not stated) | -1.6 | 18 | -2 | -12 | -2 | -3 | 0 | -5 | 20
Nn1c(SCc2cccc(F)c2)nnc1-c1cccnc1 | 0.0 | 10 | 4 | 3 | -5 | / | -1 | -1 | 4
CCN(CCCNC(=O)Cn1ncc2c(=O)oc3ccccc3c21)c1cccc(C)c1 | -1.5 | -2 | -3 | -8 | -10 | -1 | -3 | 6 | -20
CCC(=O)NCCCNc1nc2c(C)cccc2cc1C#N | 2.9 | 10 | 2 | 8 | -8 | 1 | 9 | 6 | 3
CCN1C(=O)C2(Nc3ccccc3-c3nc4ccccc4n32)c2cc(OC)ccc21 (configuration not stated) | 3.1 | -24 | 0 | -1 | -4 | 7 | -2 | 7 | -16
c1cncc(-c2noc(CC3CCCCC3)n2)c1 | 1.6 | 18 | -5 | -3 | -6 | -1 | -1 | 1 | 4
CCn1cc(C(=O)O)c(=O)c2cc(F)c(N3CCN(C(=S)NC(=O)c4cccc(C)c4)CC3)cc21 | 0.8 | -2 | -2 | 7 | -3 | / | 0 | 2 | 5
Cn1/c(=N/NC(=O)c2cccc(OC(F)F)c2)sc2ccccc21 | 0.5 | 9 | -1 | -10 | -5 | 0 | -3 | 5 | 1
C=CCNC(=O)c1cc(Cl)cc(Cl)c1 | -1.3 | -18 | 0 | -3 | -2 | 5 | 1 | 2 | 2
CCN1CCN(C(=S)NC(CC(=O)c2ccccc2)c2ccccc2)CC1 (configuration not stated) | -0.5 | 7 | -1 | -7 | -9 | / | 1 | 1 | 4
COc1ccccc1NC(=S)N1CCCc2ccccc21 | 1.9 | 11 | -3 | -20 | 8 | 4 | 2 | 2 | 2
CN(C)C(=O)COC(=O)c1cccnc1Nc1ccccc1F | 0.0 | -1 | 2 | -6 | -6 | 5 | 2 | 4 | -9
CCCNC(=O)Cn1cnc2sc(C(=O)N3CCN(Cc4ccc5c(c4)OCO5)CC3)c(C)c2c1=O | 0.3 | 13 | -2 | -13 | -5 | 2 | -2 | -1 | 0
Cn1c(SCC(=O)N2CCN(c3ccccc3)CC2)nnc1-c1cc2ccccc2o1 | 0.9 | -7 | 1 | 4 | -3 | 3 | -1 | 4 | -7
CCOC(=O)c1c(C)[nH]c(C(=O)COC(=O)[C@H](C)NC(=O)c2ccccc2Cl)c1C | -0.3 | -61 | -2 | 0 | -9 | 3 | -1 | 4 | -5
CCOC(=O)c1c(C)[nH]c(C(=O)CSc2nnc(CC(C)c3ccccc3)o2)c1C (configuration not stated) | -1.0 | -13 | -4 | -10 | -4 | -1 | -2 | -3 | 9
COc1ccc(NC(=S)Nc2ccc(OCc3ccccc3)cc2)cc1OC | -0.3 | 9 | -4 | -2 | -6 | -2 | 1 | 1 | -2
COc1ccccc1NC(=O)CSc1nnc(CC(=O)Nc2cccc(C(F)(F)F)c2)n1C | 2.0 | -6 | 0 | 3 | -3 | -12 | -11 | 10 | -11
COC(=O)c1ccc(NC(=O)CC2C(=O)N(c3ccc(C)cc3)C(=O)N2CC(C)C)cc1 (configuration not stated) | -1.5 | -7 | -1 | 3 | -5 | 2 | 4 | 1 | 9
Cn1c(CNc2ccc(Cl)cc2)nnc1SCc1ccccc1 | 1.5 | 7 | -2 | 9 | -2 | -1 | 2 | 3 | 8
COc1ccccc1N(C(=O)c1ccco1)C(C(=O)NC1CCCC1)c1cccnc1 (configuration not stated) | 0.9 | 7 | -2 | -10 | -5 | 3 | 0 | 2 | -4
CCCCCCOC(=O)c1ccccc1NC(=O)/C=C/C(=O)O | -0.9 | -1 | 3 | 0 | -1 | 3 | 3 | 9 | -5
O=C(Nc1ccc(OC(F)(F)F)cc1)c1ccc2ccccc2n1 | 1.7 | -13 | 0 | -11 | -9 | 7 | -3 | 8 | -1

(cont.)
SMILES | S1P4 agonist | NPY-Y1 PAM-ag | Ba/F3 V617F tox | S1P4 antagonist | RBBP9 inhibitor | NPY Y1 blocker | Runt-CBFb FRET | BaF3 parental | NPY2 pot ag
C/C(CCN1CCc2nc(-c3ccccc3)c(-c3ccccc3)cc2C1)=N\OC[C@@H](C)[C@H](OCc1ccccc1)C(C)C | 1.9 | -7 | 4 | 11 | -18 | 3 | -3 | 2 | 6
O=C(NCc1ccco1)C(c1cccs1)N(C(=O)Cc1cccs1)c1ccccc1 (configuration not stated) | -1.2 | 4 | -2 | 8 | 2 | 2 | 1 | -2 | 3
Cc1cc(F)ccc1S(=O)(=O)Nc1ccccc1C(=O)Nc1ccc2[nH]c(=O)[nH]c2c1 | -0.1 | -9 | -2 | -15 | -2 | 8 | -1 | 2 | -23
Nc1ccc2c(c1)OC1(CCCC1)O2 | 0.1 | -2 | 1 | -7 | -7 | 0 | 24 | 3 | -4
CC1Cc2ccccc2N1C(=O)/C=C/c1cccc(F)c1 (configuration not stated) | 0.5 | -3 | -1 | -22 | -2 | 16 | -1 | 8 | -11
O=C(CN1CCC(NC(=O)c2ccccc2)CC1)NCc1ccccc1F | 2.3 | 4 | -2 | -14 | 0 | -2 | 0 | 7 | 6
O=C(O)c1cc(-c2ccc(N3CCOCC3)cc2)nn1-c1ccc(F)cc1F | -2.6 | -15 | -4 | -4 | 7 | 4 | 1 | 2 | 2
Cc1cc(C)cc(OCC(=O)Nc2ccc(N3CCCC3)cc2)c1 | 0.7 | 5 | -2 | -10 | -2 | 11 | -2 | 4 | 0

Structures listed above shown as hits in NPY Y1 blocker:
SMILES,S1P4 agonist,NPY-Y1 PAM-ag,S1P4 antagonist,RBBP9 inhibitor,NPY Y1 blocker,Runt-CBFb FRET,NPY2 pot ag
N#Cc1nc(COc2ccc(F)cc2)oc1N1CCN(Cc2ccccc2)CC1,0.4,-30,-2,-8,34*,0,-17
O=C(c1ccco1)N(CCCN1CCOCC1)c1nc(-c2ccc(Cl)cc2)cs1,-0.4,-44,-9,-7,41*,-8,-23

Bioassay records from PubChem.
